# From PubChem
# BB579 growth dn = growth inhibitors of yeast BB579 in restrictive medium, primary screen, yeast lifespan-shortening project, S. cerevisiae; OD615, 48 h; inhibition, % at 10 µM; 140,000 compounds, 0.51% hits; AID 804, 2007;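 active = inhibition above a set limit, 3 SD over the mean compound inhibition, cut at about 44% in these data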; note: inactives centre near -24
#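 System: DeaD yeast strain BB579; buffer or medium: CSMM-D dextrose restrictive medium; technique: OD at 615 nm; schedule: 4 h cell preincubation, 48 h compound exposure, 30 °C humidified; doses: single 10 µM dose; controls: amphotericin B 10 µg/mL, positive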
# bCat KO growth = primary screen for growth suppressors in beta-catenin knockout HCT116 cells (colon tumor, human) | HCT116 beta-catenin knockout viability, CellTiter-Glo, 60 h; active compounds read low | viability, % at 10 µM | 140,000 compounds, 1.5% hits | AID 818, 2007;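 active = viability at or under a set limit, the compound median less 4 SD, cut at about 6% in these data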;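 note: 0% = Hyamine 1622 control at 20 µM and 100% = untreated cell control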
# Yeast life ext = compounds extending yeast replicative lifespan, primary screen, S. cerevisiae, OD615. S. cerevisiae growth with nicotinamide; deaD strain in restrictive glucose medium. inhibition of the nicotinamide effect, % at 10 µM. 130,000 compounds, 0.68% hits;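 active = inhibition above a set limit, placed 3 SD over the median of all compounds, cut at about 26% in these data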;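 note: 0% = nicotinamide-treated wells and 100% = cells grown without nicotinamide; some compounds called inactive have numbers as strong as hits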
#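 Assay system: engineered S. cerevisiae DeaD replicative-lifespan strain, galactose-grown log-phase cells; medium: restrictive CSMM-D dextrose medium; also added: nicotinamide, 1.5 mM, co-present with compound; schedule: 48 h compound exposure at 30 °C, humidified; detection: absorbance at 615 nm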
# Measles CPE = compounds protecting cells from measles virus cytopathic effect, primary screen, measles RdRp inhibitor project, single point, MLSMR library, absorbance; Measles virus-infected cells, CPE protection; protection (pct of control), % at 4 µM; 140,000 compounds, 1.5% hits; AID 841, 2007; in the data active = protection mostly above about 24%, no sharp cut-off; inactive = mostly below about 26%; note: some compounds called inactive have numbers as strong as hits
# GALR2 antag = GALR2 antagonists in receptor-expressing cells, primary screen; 140,000 compounds, 0.39% hits; inhibition, % at 4 µM; Galanin receptor type 2 (Homo sapiens), O43603; antagonist mode; in the data active = inhibition above about 27%;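 note: cells stimulated with galanin 1-16 at roughly its EC80; 0% = agonist challenge control and 100% = basal control without agonist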
# Target sequence (O43603 whole entry, looked up): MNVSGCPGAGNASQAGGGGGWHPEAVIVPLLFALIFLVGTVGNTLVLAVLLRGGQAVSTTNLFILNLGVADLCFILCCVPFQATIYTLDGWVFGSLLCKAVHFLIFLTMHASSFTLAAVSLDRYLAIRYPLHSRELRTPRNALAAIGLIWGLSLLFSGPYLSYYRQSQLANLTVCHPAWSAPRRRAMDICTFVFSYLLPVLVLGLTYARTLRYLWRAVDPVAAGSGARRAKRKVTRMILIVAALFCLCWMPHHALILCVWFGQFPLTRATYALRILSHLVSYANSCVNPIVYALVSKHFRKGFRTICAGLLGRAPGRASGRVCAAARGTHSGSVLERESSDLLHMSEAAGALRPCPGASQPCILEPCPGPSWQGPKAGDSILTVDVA
# E-sel TNF inh = E-selectin induction blockers in HUVEC – imaging, immunofluorescence, high content, primary screen; HUVEC TNFa-induced E-selectin immunofluorescence; inhibition, % at 2 µM; 120,000 compounds, 0.71% hits; AID 1246, 2008;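 active = inhibition above the batch mean plus 3 SD, and confirmed as a hit on visual image review, cut at about 43% in these data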;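 note: 0% = TNF-stimulated DMSO wells and 100% = unstimulated control wells; not every result past the cut was called active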
# MRP1 act = H69AR viability gain despite doxorubicin, primary screen, MRP-1 activator project, H69AR cells, CellTiter-Glo | viability increase, % at 10 µM | 140,000 compounds, 0.61% hits | AID 799, 2007 | viability rescue;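 active = viability gain under doxorubicin at or above a set limit, the compound median plus 3 SD, cut at about 4.7% in these data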;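 note: MRP-1 overexpressing cells given doxorubicin 25 µM after compound pretreatment; 18-22 h compound pretreatment then 72 h with doxorubicin before readout; 0% = doxorubicin-only wells and 100% = vehicle-treated cells without doxorubicin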
# NPY-Y2 antag = NPY-Y2 receptor antagonists, primary screen, cell-based. Neuropeptide Y receptor type 2 (Homo sapiens), P49146. NPY-Y2 expressing cells, antagonist mode. inhibition, % at 2.7 µM. 140,000 compounds, 0.99% hits. AID 793, 2007; in the data active = inhibition above about 17%;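 note: 0% = vehicle with agonist challenge and 100% = reference antagonist with challenge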
# Target sequence (P49146 whole entry, looked up): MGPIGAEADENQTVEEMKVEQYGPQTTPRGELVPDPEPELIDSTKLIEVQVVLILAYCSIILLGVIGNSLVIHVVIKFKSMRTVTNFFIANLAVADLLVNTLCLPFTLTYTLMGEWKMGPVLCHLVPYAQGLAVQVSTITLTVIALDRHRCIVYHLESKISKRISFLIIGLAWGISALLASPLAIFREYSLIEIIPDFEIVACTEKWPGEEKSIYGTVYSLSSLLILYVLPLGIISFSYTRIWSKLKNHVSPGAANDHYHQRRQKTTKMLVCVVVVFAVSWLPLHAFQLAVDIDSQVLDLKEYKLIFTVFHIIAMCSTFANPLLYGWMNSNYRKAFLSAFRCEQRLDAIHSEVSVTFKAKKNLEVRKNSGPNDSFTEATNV
# Phagocytosis inh = inhibitors of macrophage phagocytosis, primary screen, imaging, J774A.1 cells, IgG beads | J774A.1 macrophage IgG-bead phagocytosis | inhibition, % at 5 µM | 110,000 compounds, 0.07% hits | AID 1029, 2008;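 active = inhibition above the mean of the plate negative controls plus 5 SD, cut at about 13% in these data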;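 note: phagocytic index as fraction of beads internalized from green versus red external bead signal; plate controls were DMSO negative control for no effect and cytochalasin-D positive control for full effect; some results beyond the cut were filed as inactive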
# HCT116 PTEN-null = growth suppression of PTEN-null HCT116, primary screen, cell-based, CellTiter-Glo | HCT116 PTEN-null viability, 60 h; active compounds read low | viability, % at 10 µM | 140,000 compounds, 1.2% hits;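 active = viability at or below a set limit, 4 SD under the median of all tested compounds, cut at about 3.7% in these data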;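 note: PTEN knockout HCT116 line with beta catenin targeted HCT116 as companion control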
# * marks the source's active call; other numbers are inactive results; / = not tested or not shown. An unsorted share of the library; about 6.1% have a hit in one of these screens.
smiles	Measles CPE	GALR2 antag	E-sel TNF inh	NPY-Y2 antag	BB579 growth dn	HCT116 PTEN-null	bCat KO growth	Phagocytosis inh	MRP1 act	Yeast life ext
Cc1nc2sc(C(c3cccs3)N3CCN(C(=O)c4ccco4)CC3)c(O)n2n1 (centres undefined)	29	13	6	1	20	95	101	-2	-1.6	-10
N#CC1=C(N)Oc2cc3ccccc3cc2C1c1cccnc1 (centres undefined)	1	3	13	1	-11	30	34	0	-4.5	-3
COC(=O)CSc1nc(C2CC2)nc2ccccc12	11	-1	-2	4	-24	102	100	-1	-0.9	-9
CC(C)Oc1cccc(C(=O)NC(=S)Nc2ccccc2)c1	20	-7	/	4	-21	92	92	1	-3.4	-5
COc1ccc2c(C(F)(F)F)cc(=O)oc2c1C	8	-10	-1	0	-15	93	98	/	-3.1	-24
O=C(c1ccc2c(c1)C(=O)N(Cc1ccco1)C2O)N1CCOCC1 (centres undefined)	34	2	-16	0	-32	99	98	-1	-0.9	-8
O=C(Nc1cccc2ncccc12)C12CC3CC(CC(C3)C1)C2	7	-14	-5	4	-23	90	89	-2	-3.1	-10
CC(=O)Nc1ccccc1N(CC(O)Cn1c2ccccc2c2ccccc21)S(=O)(=O)c1ccc(C)cc1 (centres undefined)	23	-5	/	4	-20	6	19	0	-2.3	3
COc1cc(-c2nnc(SCC(=O)/C(C#N)=C(\C)N)o2)cc(OC)c1OC	4	0	/	2	-11	85	99	/	-0.7	-11
O=S(=O)(c1ccc2c(c1)OCCO2)N1CCC(c2nc3ccccc3[nH]2)CC1	4	2	-3	5	-1	56	53	0	0.1	-4
CCOc1nc(-c2ccccc2)ccc1-c1noc(-c2cccs2)n1	4	8	-53	-2	-2	93	88	/	-3.1	0
Cc1c(N/C(=N/S(=O)(=O)c2ccccc2)c2ccc(Cl)cc2)c(=O)n(-c2ccccc2)n1C	11	10	/	1	-10	89	90	2	-0.3	-1
Cc1ccc(CNC(=O)Cn2c([N+](=O)[O-])cnc2C)cc1	38	0	4	-1	-7	89	91	0	0.0	-10
O=C(CN1C(=O)CSC1=O)N1CCCCC1	27	2	-3	2	-14	93	89	/	1.1	/
COc1ccc(C(=O)Nc2ccc(CN3CCOCC3)cc2)cc1	40	6	11	0	6	101	94	/	3.2	-6
O=C(COc1ccc(Cl)cc1Cl)NC(=O)N1CCOCC1	5	6	-8	0	-23	88	96	4	-2.0	-20
O=C(NCc1ccc2c(c1)OCO2)C1CCCN1C(=O)Nc1ccccc1 (centres undefined)	2	6	5	-2	-28	87	81	-2	0.3	-10
CC(=O)Oc1ccc2oc3c(c2c1)C(=O)CCC3	13	9	-2	3	-61	104	100	-1	-1.1	-9
CCCCCCCCNC(=O)CCNC(=O)c1ccc(C(C)(C)C)cc1	2	-12	4	1	-52	81	80	0	-0.4	-3
CCOCCCNC(=O)c1ccccc1Br	12	5	13	1	-1	96	94	0	-2.3	-12
CCOC(=O)c1sc(NC(=O)CSc2nnc(-c3ccco3)o2)c(C(=O)OCC)c1C	7	-5	-40	-2	1	86	93	2	-1.7	-7
CCN(CC)S(=O)(=O)c1ccc(OC)c(NC(=O)CSc2ccccc2)c1	8	-3	3	1	-30	89	101	/	-1.6	-3
CCOc1ccc(-n2c(C)nnc2SCC(=O)N(CC)CC)cc1	17	-8	3	5	-38	103	95	0	-0.2	-2
COC(=O)C1=C(C)NC(=O)NC1c1ccc([N+](=O)[O-])o1 (centres undefined)	8	-6	-6	1	-41	85	88	-3	-3.0	3
COc1cccc(CNC(=O)C2CCN(Cc3cnn(-c4ccccc4)c3-n3cccc3)CC2)c1	15	7	8	12	15	70	72	-2	-5.0	-2
Cc1ccc(S(=O)(=O)N2CCC(=O)N(CCOCc3ccc(C(F)(F)F)cc3)CC2)cc1	9	8	-35	5	-40	56	48	/	-0.2	8
COc1ccc(C2CC(C(F)(F)F)n3nc(C(=O)N(C)Cc4cn(C)nc4C)c(Cl)c3N2)cc1 (centres undefined)	4	-6	-27	4	-30	89	109	/	-1.3	-22
COc1ccc(C2CC(=O)Nc3sc(=N)c4c(N)c(C#N)c(N)nc4c32)cc1OC (centres undefined)	6	15	-76	86*	-32	89	92	-4	-3.6	-11
CC(=O)c1cc(NC(=O)c2cccc(C(F)(F)F)c2)c(=O)oc1/C=C/N(C)C	7	-7	-8	0	-35	95	87	/	-2.6	0
Cc1ccccc1OCC(=O)NNC(=S)NC(=O)c1ccco1	19	-2	-56	3	-54	65	55	0	0.8	-13
COc1ccc(CCC(=O)OCC(=O)Nc2ccc(C)c(S(=O)(=O)N(C)C)c2)cc1	11	0	/	5	-2	96	86	-8	-0.8	1
Cc1ccc(S(=O)(=O)c2c(N)n(/N=C/c3ccco3)c3nc4ccccc4nc23)cc1	7	-10	/	0	-54	58	71	0	1.0	-8
COc1ccccc1-n1nnnc1SCC(=O)Nc1cc(C)on1	28	-1	3	2	-2	94	102	7	-1.2	-2
O=C(CC(c1ccccc1)c1ccccc1)NCC1CCCO1 (centres undefined)	14	4	23	8	-6	94	88	/	-2.0	-3
COC(=O)c1cc2c(-c3ccccc3)c(C)c3ccccn3c-2c1C(=O)OC	8	4	0	1	-51	80	93	-1	-0.5	-19
Cn1cccc1Cc1nnc(SCC(=O)Nc2nc3ccccc3s2)n1CCc1ccccc1	2	-1	/	4	-7	75	90	-4	-2.7	3
N#CC1=C(N)SC(N)=C(C#N)C1C1CC=CCC1 (centres undefined)	25	-7	-25	-1	-45	85	99	-2	-1.1	-7
Clc1cccc(Cl)c1Cn1cnc(=NCc2ccco2)c2[nH]cnc21	10	-2	/	0	-48	100	96	-1	-0.5	3
Cc1ccc(S(=O)(=O)NC(CC(C)C)C(=O)NCc2ccco2)cc1 (centres undefined)	23	-10	12	1	-29	79	85	0	-3.0	-19
C/C(=N\NC(=O)c1cc2c(s1)CCC(C)C2)c1cccnc1 (centres undefined)	10	-5	-1	0	-67	64	67	-7	-1.9	-5
CCOC(=O)C1CCN(Cc2nc3ccc(Cl)cc3n2CCO)CC1	17	-5	/	2	-56	91	95	/	-2.3	6
NC(=O)CSC1=Nc2ccccc2C2=NC(CC(=O)NCc3cccs3)C(=O)N12 (centres undefined)	13	-15	/	3	2	105	95	0	-2.2	-6
Cc1onc(-c2ccccc2Cl)c1C(=O)NC1CCS(=O)(=O)C1 (centres undefined)	6	9	/	0	-5	101	104	0	0.1	-5
CN(C)C(=O)c1cn(N(C)c2ncc(C(F)(F)F)cc2Cl)c(=O)c2ccccc12	3	13	18	0	-14	94	92	/	-2.5	-18
Cc1ccc(-n2c(SCC(=O)Nc3cccc(S(=O)(=O)NC4=NCCCCC4)c3)nc3ccccc3c2=O)cc1	6	10	/	3	-19	87	96	-4	-1.2	-2
Cc1cc(N2CCN(S(=O)(=O)Cc3ccccc3)CC2)n2ncnc2n1	17	7	/	2	-53	91	100	1	-0.9	-4
COC(=O)c1ccc(Sc2ccc(C)cc2)c(N)c1	9	-9	4	-1	-2	77	73	1	-2.2	-24
O=C(c1ccc2c(c1)OCCO2)C1CCN(C(=O)c2ccc(F)c(F)c2)CC1	/	-1	38	-1	-25	76	65	-1	-1.3	-8
Cc1ccc2oc(=O)n(Cc3ccccc3OC(C)C)c2c1	5	0	3	14	-38	68	66	-2	-1.4	-9
COc1ccc(NC(=O)CC2Sc3ncnn3C2=O)cc1 (centres undefined)	12	4	/	3	-22	101	100	0	-2.0	5
CC(C)CNS(=O)(=O)c1ccc(OCC(=O)Nc2ccc3c(c2)OCO3)c(Cl)c1	4	15	-17	4	-44	95	103	0	0.7	-16
Cn1c(=O)c2c(nc(CN3CCN(Cc4ccccc4)CC3)n2Cc2ccc(Cl)cc2)n(C)c1=O	22	2	5	2	-38	25	16	0	-2.6	20
Cc1ccc(C)c(-n2c(C)cc(/C=N/NC(=O)c3c(C)nc4cc(C)ccn34)c2C)c1	15	-15	-16	1	-45	80	83	/	-0.4	/
COc1ccc(Cl)cc1NS(=O)(=O)c1ccc(S(=O)(=O)N2CCCC2)cc1	4	8	-29	-2	-8	87	87	-1	-1.1	-13
COc1ccccc1NC(=O)c1cc(C(=O)O)ccc1C(=O)O	0	-2	19	2	-37	105	106	0	-0.3	-7
O=[N+]([O-])c1ccc(Cl)cc1CNc1ccc(F)c(F)c1	8	7	/	1	1	81	81	-9	-1.3	-1
Cc1csc(SCC(=O)Nc2ncc(Cl)c(C)c2Cl)n1	3	3	/	1	-6	91	83	/	-2.5	-28
CC(=O)Oc1ccc(N2C(=O)C3C4C=CC(CO)(O4)C3C2=O)cc1 (centres undefined)	21	17	-40	2	-19	90	92	0	-1.2	-9
CCOC(=O)c1cc(NC(=O)CSCCO)ccc1Cl	9	-4	-6	-3	3	91	88	-3	-1.7	-15
COc1cccc(N=c2oc3ccc(OC)cc3cc2-c2nc3ccccc3[nH]2)c1	47*	17	14	3	-38	83	84	0	-4.9	-20

# Other results follow.
smiles	Measles CPE	GALR2 antag	E-sel TNF inh	NPY-Y2 antag	BB579 growth dn	HCT116 PTEN-null	bCat KO growth	Phagocytosis inh	MRP1 act	Yeast life ext
CC(=O)Nc1ccc(-c2nnc(SCC(=O)c3ccc4c(c3)Cc3ccccc3-4)n2C)cc1	8	-31	-7	0	-36	54	55	/	-1.9	-8
CCNC(=O)NC(=O)COC(=O)CNC(=O)COc1ccccc1	4	7	-37	1	-11	93	97	0	-0.4	-13
O=C(C1CC1)N(CCN(C(=O)C1CC1)c1ccccc1)c1ccccc1	3	-2	10	3	-5	81	82	/	-2.9	-2
COCCCn1c(=N)c(C(=O)NC2CCCCC2)cc2c(=O)n3ccccc3nc21	14	-26	-18	20*	-9	85	72	/	-3.2	/
O=C(c1ccc2c(c1)OCO2)N1CCN(c2ccccc2)CC1	2	-10	13	1	-16	112	101	1	-0.7	-15
CCN(CC)C(=O)C1CCCN(Cc2ccccc2)C1 (centres undefined)	19	-4	19	2	-36	94	83	-2	0.0	-2
CCCOc1ccc(N2C(=O)CC(N3CCN(c4ccccc4OC)CC3)C2=O)cc1 (centres undefined)	8	-6	1	3	-9	103	84	/	1.1	-3
COc1ccccc1N1C(=O)C2CCC(c3ccccc3)CC2C1=O (centres undefined)	14	6	-9	1	-39	102	96	-3	-0.4	1
